Screens as filed in PubChem BioAssay.
CXCR6 block – CXCR6 receptor inhibitors, primary screen, cell-based, beta-arrestin, luminescence, CHO-K1 PathHunter, 1536-well; C-X-C chemokine receptor type 6 (Homo sapiens), O00574; inhibition, % at 20 µM; actives 0.36% (n = 360,000); in the data active = inhibition above about 34%, passing the limit was not always enough;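 note: antagonist mode with CXCL16 agonist at 10 nM final; 0% = 10 nM CXCL16 with DMSO and 100% = unstimulated wells without agonist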
Target sequence (O00574 whole entry, looked up): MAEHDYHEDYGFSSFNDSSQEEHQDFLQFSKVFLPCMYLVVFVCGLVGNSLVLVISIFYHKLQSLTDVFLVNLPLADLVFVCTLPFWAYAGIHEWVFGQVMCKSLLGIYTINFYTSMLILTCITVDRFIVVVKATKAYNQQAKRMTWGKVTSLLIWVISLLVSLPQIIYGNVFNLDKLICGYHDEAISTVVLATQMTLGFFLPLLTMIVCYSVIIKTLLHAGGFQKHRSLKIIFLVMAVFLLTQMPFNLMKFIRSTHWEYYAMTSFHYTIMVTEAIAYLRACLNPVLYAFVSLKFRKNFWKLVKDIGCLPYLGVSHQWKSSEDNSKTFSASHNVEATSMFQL
Gli-Sufu block – Gli-Sufu pathway antagonists, primary screen, luciferase luminescence, Sufu-KO-LIGHT cells, uHTS; Sufu-KO-LIGHT fibroblasts, Gli luciferase reporter luminescence; inhibition, % at 5 µM; actives 0.74% (n = 340,000);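 active = inhibition above about 55%, limit read from the data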;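 note: 0% = DMSO-treated cells and 100% = wells with medium but no cells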
697 NFkB inh – inhibitors of PMA/ionomycin-induced NF-kB reporter, 697 cells, primary screen, B-cell NF-kB inhibitor project, cell-based, luminescence, uHTS | 697 B-cell NF-kB luciferase reporter, 16 h | inhibition, % at 4 µM | actives 0.33% (n = 330,000) | AID 435022, 2010; in the data active = inhibition above about 35%
UBC13 inh – UBC13 polyubiquitin chain formation inhibitors, primary screen, biochemical, TR-FRET, uHTS | Ubiquitin-conjugating enzyme E2 N (Homo sapiens), P61088 | AID 485273, 2010 | inhibition, % at 20 µM | actives 0.47% (n = 330,000); in the data active = inhibition above about 45%, passing the limit was not always enough
Target sequence (P61088 whole entry, looked up): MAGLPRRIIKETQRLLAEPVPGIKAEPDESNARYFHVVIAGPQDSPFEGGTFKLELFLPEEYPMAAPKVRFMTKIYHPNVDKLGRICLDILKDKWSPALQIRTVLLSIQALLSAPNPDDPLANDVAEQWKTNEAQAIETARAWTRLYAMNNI
APJ antag – antagonists of human apelin receptor APJ, primary screen, CHO-K1 cells, beta-arrestin complementation, luminescence; P35414; inhibition, % at 20 µM; actives 0.32% (n = 330,000);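 active = inhibition above about 40% at 20 µM, limit read from the data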;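 note: cells challenged with 10 nM apelin-13 agonist together with compound; plate controls were apelin-13 plus DMSO wells for no effect and DMSO wells lacking apelin-13 for full effect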
CCR6 antag – CCR6 receptor antagonists, primary screen, cell-based, CHO-K1, luminescence, beta-arrestin, uHTS | C-C chemokine receptor type 6 (Homo sapiens), P51684 | CHO-K1 CCR6 PathHunter beta-arrestin, CCL20-stimulated | inhibition, % at 20 µM | actives 0.49% (n = 340,000) | AID 493098, 2011;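 active = compounds whose inhibition of the agonist-driven luminescence signal at 20 µM reaches about 50%, limit read from the data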;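 note: cells stimulated with CCL20 at 14 nM final; plate controls were DMSO with CCL20 for no effect and DMSO without agonist for full effect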
Target sequence (P51684 whole entry, looked up): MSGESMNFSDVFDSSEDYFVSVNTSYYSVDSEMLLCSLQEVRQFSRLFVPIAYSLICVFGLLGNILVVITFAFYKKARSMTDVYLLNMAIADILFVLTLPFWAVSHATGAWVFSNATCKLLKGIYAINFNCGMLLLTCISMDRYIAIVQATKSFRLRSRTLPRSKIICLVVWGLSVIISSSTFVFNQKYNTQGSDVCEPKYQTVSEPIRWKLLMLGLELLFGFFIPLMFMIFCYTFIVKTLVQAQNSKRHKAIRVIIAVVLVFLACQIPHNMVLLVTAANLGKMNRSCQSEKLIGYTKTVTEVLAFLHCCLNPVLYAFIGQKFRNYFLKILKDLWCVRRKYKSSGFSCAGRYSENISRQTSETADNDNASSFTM
EBI2 block – EBI2 receptor antagonists, beta-arrestin recruitment, primary screen, cell-based, luminescence, 7a,25-OHC stimulation, uHTS. 7a,25-OHC stimulated. inhibition, % at 5 µM. actives 0.81% (n = 360,000). AID 651636, 2012; in the data active = inhibition above about 38%;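 note: enzyme fragment complementation signal reports receptor beta-arrestin coupling in cells; 0% = agonist plus DMSO wells and 100% = wells without agonist; some results beyond the cut were filed as inactive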
Jurkat NFkB inh – inhibitors of induced NF-kB luciferase reporter, primary screen, TCR NF-kB activation inhibitor project, cell-based, luminescence, uHTS. Jurkat, PMA/ionomycin-induced NF-kB luciferase reporter. inhibition, % at 4 µM. actives 0.53% (n = 330,000); in the data active = inhibition above about 50%
* = called active by the depositor; . = not tested or not shown.

SMILES	CXCR6 block	Gli-Sufu block	697 NFkB inh	UBC13 inh	APJ antag	CCR6 antag	EBI2 block	Jurkat NFkB inh
CCSc1nnc(-c2sc3nnc(-c4ccccc4)c(-c4ccccc4)c3c2N)o1	9	6	-9	-7	4	22	3	-2
CCOC(=O)C1CCCCN1S(=O)(=O)c1cc2c(cc1C)NC(=O)CO2 (centres undefined)	-3	1	-8	4	8	1	1	-10
O=C(CSc1nnc(-c2ccncc2)o1)Nc1cc(F)ccc1F	-3	-10	-44	9	3	-2	-2	-63
CCCc1[nH]nc2c1C(c1ccccc1OCC)C(C#N)=C(N)O2 (centres undefined)	-4	8	-4	6	6	9	-25	7
COc1ccc(CCNCC(O)Cn2c3ccccc3c3ccccc32)cc1OC (centres undefined)	-6	11	12	27	14	3	-11	10
CCCOP(=O)(c1ccc(N(C)C)cc1)C(O)c1ccc(Cl)cc1 (centres undefined)	-1	-11	0	5	-7	0	-11	8
Cc1ccc(C)c(Cn2nc3c4ccccc4n(Cc4ccccc4)cc-3c2=O)c1	3	-13	6	-4	5	20	9	11
CCCCn1c(=N)n(CC(=O)c2ccc(Br)s2)c2ccccc21	0	8	-12	15	-7	8	12	12
CCC(C)c1ccccc1NC(=O)COC(=O)CCc1cc(OC)c(OC)c(OC)c1 (centres undefined)	-1	-3	3	-11	8	13	-7	-3
CCn1c(C)cc(/C=C2/NC(=O)N(c3ccccc3)C2=O)c1C	-3	-16	-72	-20	7	9	-2	-57
CN(C(=O)COC(=O)c1cc(=O)[nH]c2ccccc12)c1ccccc1	-6	-2	-1	-13	-8	12	-2	-16
Clc1ccc(-c2ccc(CN3CCCCC3)o2)cc1	-3	-1	-5	8	19	3	8	-5
Cc1ccccc1-c1noc(-c2ccccc2F)n1	-2	-83	-134	-2	9	3	4	-142
CCOc1cc(/C=N/Nc2cc(C)nc(-n3nc(C)cc3C)n2)ccc1O	110*	21	-28	0	106*	116*	97*	32
COc1ccc(NC(=O)CCCSc2ccccc2)cc1S(N)(=O)=O	-3	6	12	7	3	15	-1	-1
COc1ccc(C(=O)NC2CCN(CC(=O)NCc3ccccc3F)CC2)cc1	4	10	4	6	8	-5	-3	9
Cc1ccccc1C(=O)Nc1ccccc1	-3	-1	12	-6	-3	-21	-12	-22
CSc1ccc(CNC(=O)C2Cc3cc(S(=O)(=O)N4CCCC4)ccc3N2C(C)=O)cc1 (centres undefined)	6	4	10	1	19	5	0	3
Oc1ccc(-c2nnc(-c3ccc(O)cc3)nn2)cc1	20	-128	-151	-16	11	23	23	-88
CCOC(=O)CC(=O)CSc1nc2c(c(C)c1C#N)CCC2	-8	-22	-7	6	0	0	-3	5
CNC(=O)COC(=O)c1cc(F)c(F)cc1Cl	1	2	11	-1	-8	-20	-14	18
N#CC(c1ccccc1)c1ccc(=O)[nH]n1 (centres undefined)	0	1	4	2	4	0	10	7
O=C1c2oc3ccccc3c(=O)c2C(c2cccc(F)c2)N1CCCO (centres undefined)	-2	5	14	17	-5	0	1	-11
CCOc1ccccc1C(=O)Nc1cccc2cccnc12	-2	-8	-33	-8	-18	-5	-3	-21
Cn1cc(CC(=O)NC2CCCCC2)c2ccccc21	0	-4	-7	-4	-4	8	1	0
Additional records
SMILES	CXCR6 block	Gli-Sufu block	697 NFkB inh	UBC13 inh	APJ antag	CCR6 antag	EBI2 block	Jurkat NFkB inh
CN1CCCN(C(=O)CNC(=O)c2ccccc2Br)CC1	2	-3	2	-8	7	2	-2	-19
CN(Cc1cccc(Cl)c1Cl)C(=O)c1ccccc1SCC(=O)N1CCCC1	-3	5	.	.	.	16	-4	.
c1ccc(-c2nnc(CN3CCCCC3)o2)cc1	1	-14	-27	1	9	-10	-6	-34
O=C(NCC1COc2ccccc2O1)C1CCN(S(=O)(=O)c2cccc3nsnc23)CC1 (centres undefined)	5	-10	11	-7	19	8	0	1
CCc1cc2c(-c3ccccc3)cc(=O)oc2cc1OC(C)C(C)=O (centres undefined)	6	-23	15	3	21	18	16	-3
CC(C)NCC(O)c1ccc(NS(C)(=O)=O)cc1 (centres undefined)	-1	-2	14	8	1	19	0	-3
Cc1ccccc1Cn1cnc2c(NS(C)(=O)=O)c(C)c(C)cc21	3	4	-16	-19	-7	-11	4	-6
c1ccc2c(c1)nc1n2C2(N3CCOCC3)CCCC2C1N1CCOCC1 (centres undefined)	-5	-45	.	.	.	-2	1	.
COc1ccc(/C=C/C(=O)Nc2nc(C)c(C(=O)N(C)C)s2)cc1	-7	17	13	-18	0	5	-6	14
Cc1nc(S(=O)(=O)c2ccc(Cl)cc2)c(NCc2ccccc2)o1	-6	15	-5	-4	-12	16	-5	-1
CC(=O)N1CCN(C(=O)c2c(-c3ccccc3)noc2C)CC1	3	59*	10	-5	24	-11	-6	2
Cc1cc(C)n(Cc2ccc(C(=O)NCCC3=CCCCC3)o2)n1	-4	-3	-44	-2	17	10	12	-13
Cc1nnc(SCC(=O)N2CCC(C(=O)Nc3nccs3)CC2)n1Cc1ccccc1	-10	3	.	.	.	-4	-9	.
CCOC(=O)N1CCN(C(=O)Cn2ncc3c2-c2ccccc2OC3)CC1	7	23	-4	-7	-11	7	1	-8
COc1ccc2ccccc2c1CNc1nnnn1C	-10	-15	11	-1	4	-2	-1	-6
CC1CN(C(=O)c2ccc(N3CCCCC3)c([N+](=O)[O-])c2)CC(C)O1 (centres undefined)	-1	-4	10	9	8	-2	-17	6
COc1ccc(NC(=O)c2ccc(NCCN3C(=O)CCC3=O)c([N+](=O)[O-])c2)cc1	34	-6	14	-22	-8	6	8	-7
O=C(C[C@H]1C/C=C/CC[C@@H](Cc2ccc(F)cc2)C(=O)OC[C@H](c2ccccc2)NC1=O)NCCO	-2	-6	-14	8	1	-10	4	-7
COc1ccc(-c2nnc(SC(C)C(=O)NCc3ccc4c(c3)OCO4)n2Cc2ccco2)cc1 (centres undefined)	2	10	13	5	15	31	5	8
COc1ccc(S(=O)(=O)NCc2ccccn2)cc1Br	5	0	-10	-7	2	-10	2	6
Cc1cccc(C(=O)Nc2nnc(S(=O)(=O)N(C)Cc3ccco3)s2)c1	4	-13	-60	-10	18	3	-1	-24
COc1cc2nc(N3CCN(c4cc(C)ccc4C)CC3)nc(N)c2cc1OC	-23	22	-18	43	-26	-5	16	26
N#CCCN(Cc1cccs1)C(=O)Nc1ccccc1	-12	2	-9	7	-15	11	-7	9
COc1ccc(N2CCN(CCCn3c(=S)[nH]c4ccccc4c3=O)CC2)cc1	-5	12	-309	4	-19	18	2	-34
Cc1ccc2c(c1)N(C(=O)CCC(=O)N1CCN(c3ccccn3)CC1)CCO2	-2	26	17	-1	2	7	-2	-9

In another format: results already given.
smiles: CN1CCCN(C(=O)CNC(=O)c2ccccc2Br)CC1
  CXCR6 block: 2; Gli-Sufu block: -3; 697 NFkB inh: 2; UBC13 inh: -8; APJ antag: 7; CCR6 antag: 2; EBI2 block: -2; Jurkat NFkB inh: -19
smiles: CN(Cc1cccc(Cl)c1Cl)C(=O)c1ccccc1SCC(=O)N1CCCC1
  CXCR6 block: -3; Gli-Sufu block: 5; 697 NFkB inh: .; UBC13 inh: .; APJ antag: .; CCR6 antag: 16; EBI2 block: -4; Jurkat NFkB inh: .
smiles: c1ccc(-c2nnc(CN3CCCCC3)o2)cc1
  CXCR6 block: 1; Gli-Sufu block: -14; 697 NFkB inh: -27; UBC13 inh: 1; APJ antag: 9; CCR6 antag: -10; EBI2 block: -6; Jurkat NFkB inh: -34

Going on with the list:
SMILES	CXCR6 block	Gli-Sufu block	697 NFkB inh	UBC13 inh	APJ antag	CCR6 antag	EBI2 block	Jurkat NFkB inh
O=S(=O)(Nc1ccc(Br)cc1)c1cccc(NC(=S)NCCN2CCOCC2)c1	0	13	8	11	0	5	0	9
CC(=O)c1c(C)n(CC(=O)NCc2ccc3c(c2)OCO3)c2ccccc12	-2	9	-61	3	-10	23	-1	11
Cc1cccc(C(=O)OCC(=O)NC(=O)c2ccccc2)c1O	3	-8	8	17	4	12	-3	-29
O=C(N/N=C/c1ccc(O)cc1O)c1ccncc1	4	2	7	9	-36	-6	6	11
Cc1cc(/C=N\NC(=O)COc2cccc3cccnc23)c(C)n1-c1ccccc1	-1	20	6	6	10	3	0	1
CCCSc1n[nH]c(NC(C)=O)n1	-1	0	-1	3	-55	7	-4	-1
COCCNC(=S)N1CCN(c2nc(-c3ccc(Cl)cc3)cs2)CC1	-10	11	3	-3	1	-2	23	1
C=CCN1C(=O)/C(=C/c2cccs2)S/C1=N\S(=O)(=O)c1ccc(F)cc1	2	-2	-32	0	-4	4	7	6
COc1cc2c(cc1OC)[C@@H](NC(=O)C(C)C)[C@H](OCc1ccccc1)C2	10	-5	12	.	.	13	-2	.
Cc1cccc(NS(=O)(=O)c2ccc(NC(=O)CN(c3cc([N+](=O)[O-])ccc3C)S(C)(=O)=O)cc2)c1	-2	20	-27	-8	0	3	86*	19
COc1cc(/C=C(\C#N)c2nc3ccccc3[nH]2)cc(OC)c1O	25	-6	.	.	.	22	6	.
CC(C)(C)NC(=S)NCc1ccco1	8	-22	-6	-9	16	3	-4	11
CSCCC(NS(=O)(=O)c1c(Cl)cccc1Cl)C(=O)O (centres undefined)	1	-21	13	-11	-4	2	-7	-21
O=C(CS(=O)(=O)c1ccccc1)Nc1nnc(C(F)(F)F)s1	5	-1	0	-1	14	1	-5	-1
Cc1cc(=O)oc2c(CN3CCOCC3)c(O)ccc12	-5	2	.	.	.	5	-4	.
CN(C)CC/C=C1\c2ccccc2CSc2ccccc21	-2	3	1	23	15	15	-1	-4
CN(c1ccccc1)c1nc(N)c([N+](=O)[O-])c(Nc2ccccc2)n1	6	4	-25	6	15	29	37	-6
O=C(c1ccc2ccccc2c1)N1CCCC1	4	-18	-14	-1	-28	4	6	-6
O=C(NCCc1ccc(Cl)cc1Cl)c1ccc2nc[nH]c2c1	-3	-6	-12	3	-11	38	7	7
Cc1nn2c(-n3ccnc3)c3c(nc2c1-c1ccccc1)CCC3	1	3	3	-18	-5	7	2	-2
COc1ccccc1-c1noc(CCC(=O)NC2CCCCC2)n1	10	-18	-4	7	2	-2	-5	4
CC1(C)CC(=O)C(C(c2ccco2)C2C(=O)CC(C)(C)CC2=O)C(=O)C1	1	-14	5	-3	-2	-2	-15	13
COc1cccc(NS(=O)(=O)c2ccc(OC)c(OC)c2)c1	1	-4	10	2	13	-1	4	7
CCOC(=O)c1c(-c2ccc(F)cc2)csc1NC(=O)c1c(-c2ccccc2)noc1C	-7	11	-134	9	-11	-4	2	-11
CCCCOC(=O)Nc1nnc(CCc2ccccc2)s1	0	6	-20	-3	5	12	17	4
Continued:
SMILES	CXCR6 block	Gli-Sufu block	697 NFkB inh	UBC13 inh	APJ antag	CCR6 antag	EBI2 block	Jurkat NFkB inh
Cc1nc2ncnn2c(C)c1CCC(=O)Oc1ccccc1	-2	2	23	-6	-6	-5	-5	-2
CCN(CC)C(=O)CSc1ccccc1N	-5	8	10	0	8	13	-2	-6
CCC(=O)N(Cc1cc2c(C)cc(C)cc2[nH]c1=O)C1CCCCC1	-9	-27	-9	-5	-8	-8	-6	-5
O=c1[nH][nH]c(=O)n1-c1ccccc1	-2	2	-1	2	-2	-11	-7	-6
CCNC(=O)CC1C(=O)N(c2ccccc2)C(=O)N1CCc1ccc(OC)cc1 (centres undefined)	0	2	18	-2	9	-15	3	-4
CC(=C/c1ccco1)/C=N/NC(=O)CSc1nnc(SCc2ccc(C)cc2)s1	8	-18	52*	-7	-33	-15	59*	-2
COc1ccc(OCC(=O)N2CC3(C)CC2CC(C)(C)C3)cc1 (centres undefined)	-13	-1	-6	11	-1	5	-5	-8
C/C(=N\N=C\c1ccccc1)c1nnn(-c2nonc2N)c1C	-2	-23	-17	-7	5	-19	1	-25

Arranged by value in EBI2 block (largest number first): some entries from above.
molecule | EBI2 block
CC(=C/c1ccco1)/C=N/NC(=O)CSc1nnc(SCc2ccc(C)cc2)s1 | 59*
COc1ccc(OCC(=O)N2CC3(C)CC2CC(C)(C)C3)cc1 (centres undefined) | -5
O=c1[nH][nH]c(=O)n1-c1ccccc1 | -7
